# FUS yeast rescue: FUS proteinopathy suppression in yeast; S. cerevisiae FUS-expressing, growth rescue, OD600, 24 h; Potency, µM (titrated, usually from 76.6 µM), without a hit: at the top dose growth rescue (activation), most hits filed as activators; 390,000 tested, 0.24% active;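 further: potency means the concentration at half of the fitted maximal effect; plate controls were DMSO vehicle for no effect and reference control for full effect; nearly all actives have a fitted effect of over 55% in size; some results filed as inactive show a strong effect at the top dose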
#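 Galactose (2%) drives FUS expression in yeast precultured in raffinose; seeding density OD 0.005. Test compounds incubated 24hr at 30C and 99% humidity before absorbance at 600 nm was measured.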
# aSyn rescue: alpha-synuclein toxicity inhibition in yeast; Yeast expressing alpha-synuclein, growth rescue, BacTiter-Glo, 24 h; Potency, µM (series often up to 46.1 µM), for the others: top-dose growth rescue (activation), usual class: activators; 370,000 tested, 0.14% active; further: potency means the concentration at half of the fitted maximal effect; % of control where 0% means no effect; nearly all actives have a fitted effect of over 65% in size
#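 Screening used galactose-induced yeast with toxic alpha-synuclein levels, exposed to compound for 24 hr at 30 deg C. Cell growth, read with BacTiter-Glo luminescence, gave the measured signal.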
# pAkt inh: inhibitors of Akt phosphorylation. Neuro2A IGF-stimulated pAkt S473 HTRF, 20 min; active compounds read low. activity change, % for hits at 50 µM. 360,000 tested, 0.32% active; in the data active means activity change below about -80%; inconclusive means mostly about -51% to -80%; further: on the % scale 0 is the no-effect control and ±100 the full control effect
#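 Single-point screen (50 µM final compound) in Neuro2A cells stimulated 20 min with 6 nM IGF at 37 deg C. After lysis, Ser473-phosphorylated Akt read by HTRF (ex 330 nm, em 615/665 nm) as the 665/615 ratio.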
# D3 antag: antagonists of human D3 dopamine receptor; D3R cells, DiscoveRx beta-arrestin luminescence, antagonist mode; active compounds read low; AID 652054; P35462; 360,000 tested, 2.5% active; max response, negative = inhibition, %; in the data active means max response below about -50%; inconclusive means no clear call, values can overlap the other calls; further: on the % scale 0 is the no-effect control and ±100 the full control effect; mostly tested at two doses, the higher about 12 µM
# Target sequence (P35462 whole entry, looked up): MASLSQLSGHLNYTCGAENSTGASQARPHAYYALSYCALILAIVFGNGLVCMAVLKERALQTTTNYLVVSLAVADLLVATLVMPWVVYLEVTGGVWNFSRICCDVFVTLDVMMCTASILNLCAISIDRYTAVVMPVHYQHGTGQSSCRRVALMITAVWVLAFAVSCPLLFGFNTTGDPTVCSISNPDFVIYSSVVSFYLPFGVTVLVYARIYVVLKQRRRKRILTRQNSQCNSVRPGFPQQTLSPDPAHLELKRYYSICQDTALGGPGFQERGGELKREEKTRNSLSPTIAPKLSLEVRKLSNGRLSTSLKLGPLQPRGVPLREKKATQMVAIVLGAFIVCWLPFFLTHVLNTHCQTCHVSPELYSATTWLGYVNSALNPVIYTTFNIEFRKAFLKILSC
#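 Cells expressing the human receptor were seeded at 1500 cells/well, incubated overnight at 37 degrees C in 5% CO2, then exposed to library compounds with dopamine controls for 90 minutes at 37 degrees C before luminescent detection.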
# PTHR1 ag: activates the human parathyroid hormone receptor PTHR1. 410,000 tested, 0.075% active. HEK293 GP2 PTHR1 cells, GloSensor cAMP luminescence, 1 h. Potency, µM (top dose mostly 115 µM), for inactives: top-dose activation, hits mostly activators; further: potency means the concentration at half of the fitted maximal effect; nearly all actives have a fitted effect of over 55% in size; some results filed as inactive show a strong effect at the top dose; inactives centre near -15; many of its hits are not listed in these tables
# Target sequence (Q03431 whole entry, looked up): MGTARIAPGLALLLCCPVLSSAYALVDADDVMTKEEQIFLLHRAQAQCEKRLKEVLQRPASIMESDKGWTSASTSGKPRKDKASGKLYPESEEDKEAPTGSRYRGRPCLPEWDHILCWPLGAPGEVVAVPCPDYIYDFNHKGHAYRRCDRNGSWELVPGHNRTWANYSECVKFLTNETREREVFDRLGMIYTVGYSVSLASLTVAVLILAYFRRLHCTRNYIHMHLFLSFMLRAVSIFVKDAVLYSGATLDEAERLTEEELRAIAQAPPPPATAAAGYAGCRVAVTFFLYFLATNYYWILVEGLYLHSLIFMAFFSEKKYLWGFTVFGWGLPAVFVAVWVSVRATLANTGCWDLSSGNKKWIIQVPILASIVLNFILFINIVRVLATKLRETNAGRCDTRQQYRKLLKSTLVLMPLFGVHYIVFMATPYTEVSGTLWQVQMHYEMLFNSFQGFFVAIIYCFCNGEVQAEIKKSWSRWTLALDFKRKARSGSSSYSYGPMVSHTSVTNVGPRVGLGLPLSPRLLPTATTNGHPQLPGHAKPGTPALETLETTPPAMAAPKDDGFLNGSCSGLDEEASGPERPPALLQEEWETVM
#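 HEK-293-derived GP2 cells expressing PTHR1 and a GloSensor cAMP reporter, 3,000/well, plated overnight, given luciferin plus IBMX (each 0.5 mM as added) for 1 h at 37 °C, then compound for 1 h at 37 °C. Luminescence was read after 15 min at room temperature.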
# GLP-1R agonist: GLP-1 receptor (human) agonism | HEK293 GLP-1R CRE-luciferase, luminescence, 4-6 h; cells express a hypersensitive GLP-1R form | Potency, µM (titrated, usually from 45.6 µM), for the others: at the top dose activation, actives largely listed as activators | P43220 | 380,000 tested, 0.007% active; further: potency means the concentration at half of the fitted maximal effect; % of control where 0% means no effect
# GLP-1R inv ag: inverse agonists of human GLP-1 receptor; P43220; HEK293 GLP-1R CRE-luciferase, luminescence, 24 h; GLP-1R form is constitutively active; Potency, µM (highest dose often 38.3 µM), inactives show at the top dose activity change, negative = inhibition, actives largely listed as inhibitors; 410,000 tested, 1.6% active; AID 624417; further: potency means the concentration at half of the fitted maximal effect; on the % scale 0 is the no-effect control and ±100 the full control effect; nearly all actives have a fitted effect of over 55% in size
#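 Inverse agonism was detected as reduced cAMP-driven luciferase luminescence after 24 h compound treatment. The cells were HEK293 clones expressing constitutively active human GLP-1R with the reporter. Reporter-only and GPR119 cell lines served as counterscreen controls.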
# Abeta rescue: compounds reversing amyloid beta toxicity in yeast; yeast expressing A-beta42, growth rescue, OD600, 48 h; response scale: 0% DMSO, 100% iron-clioquinol control; Potency, µM (series often up to 46.1 µM), for inactives: at the highest dose growth rescue, actives largely listed as activators; 410,000 tested, 0.063% active; AID 1347071; further: potency means the concentration at half of the fitted maximal effect; nearly all actives have a fitted effect of over 55% in size
#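 Growth rescue measured by 600 nm absorbance after 48 h yeast culture at 30 C with compound. Values normalized between DMSO and an equimolar ferric chloride plus clioquinol control.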
# TDP-43 yeast inh: rescues yeast growth from TDP-43 toxicity. TDP-43 expressing yeast growth rescue, BacTiter-Glo, 24 h. Potency, µM (series often up to 46.1 µM), for the others: at the highest dose growth rescue (activation), hits mostly activators. 410,000 tested, 1.8% active. AID 652104; further: potency means the concentration at half of the fitted maximal effect; % of control where 0% means no effect; nearly all actives have a fitted effect of over 50% in size
#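 Yeast expressing TDP-43 (pregrown in raffinose, seeded at OD600=0.02 in galactose medium) exposed to compounds 24 hr at 30 deg C. Growth read by BacTiter-Glo luminescence; rescue of toxicity appears as increased signal.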
# Active calls of the source: *; i = inactive; ? = inconclusive; / = no result given; [ ] = remark or other dose. Unless noted, the call rests on the fitted dose curve; in most records, active means well fitted curve in the direction sought with a large enough effect; inconclusive means small, poorly fitted or top-dose-only effect, or another doubt; inactive means no such curve, though single readings can be large; an effect the other way counts as inactive or inconclusive. This is a subset. The share of hits here may be higher or lower than overall.
SMILES,FUS yeast rescue,aSyn rescue,pAkt inh,D3 antag,PTHR1 ag,GLP-1R agonist,GLP-1R inv ag,Abeta rescue,TDP-43 yeast inh
O=C(CSC1=NC(=O)C(c2ccccc2)C(=O)N1)Nc1cccc(Cl)c1 (stereo unspecified),-2%,-4%,i,-9,i,-8%,18%,15%,21%
CC1(C)CC(=O)C=C(C#CC2(O)CCCCC2)C1,-24%,-10%,i,9,i,-6%,?,-24%,24%
O=c1ccc(-c2ccc(S(=O)(=O)Nc3cccc(Br)c3)o2)n[nH]1,-9%,0%,i,-19,i,-2%,78%,-3%,10%
O=C(COc1ccc2c(c1)OCO2)Nc1nnc(Cc2ccccc2)s1,-20%,1%,i,6,-4%,-1%,-1%,-14%,-23%
CCCS(=O)(=O)N1CCCC(C(=O)NCc2ccc3c(c2)OCO3)C1 (stereo unspecified),8%,0%,i,-26,-11%[57.5 µM],0%,-22%,-3%,-6%
CCOC(=O)c1c(NC(=O)CC2SC(N)=NC2=O)sc(C)c1C (stereo unspecified),0%,1%,i,4,21%,6%,7%,-12%,-19%
COc1cc(/C=C2\SC(=S)N(CC(=O)Nc3cccnc3)C2=O)cc(OC)c1OC,9%,7%,i,3,-25%,13%,8%,-3%,21%
Fc1cccc(NC(=S)Nc2cccc3ccccc23)c1,-5%,7%,i,0,-9%,4%,18%,28%,12%
O=S(=O)([N-]c1nc2ccccc2nc1-[n+]1ccc(Cc2ccccc2)cc1)c1ccc(Br)s1,17%,-1%,i,-16,-42%[inhibitor],-3%,?,2%,0%
CC(NS(=O)(=O)c1ccc(Br)cc1)c1ccccc1 (stereo unspecified),2%,2%,i,-1,-7%,1%,?,?,/
Nn1cnnc1N/N=C/c1cc(Br)cc(Br)c1O,/,10%,i,-90*,-12%,-16%,-1%,1%,?
COC(=O)CN1C(=O)[C@H]2[C@@H](c3ccc(C)o3)N3C(=O)CN(Cc4ccccc4)C(=O)[C@@]3(Cc3ccccc3)[C@H]2C1=O,39%,12%,i,0,?,0%,10%,-19%,-26%
CC(NC(=O)COC(=O)c1nc(Cl)ccc1Cl)c1ccccc1 (stereo unspecified),/,0%,i,7,i,-3%,-1%,-7%,13%
O=C(NCC(=O)N(Cc1cccs1)C(C(=O)NC1CCCCC1)c1ccco1)c1cccs1 (stereo unspecified),37%,-3%,i,-25,i,-9%,?,17%,-10%
Cc1cc(C)c2ccc3c(C)c(C)nc3c2[nH]1,21%,1%,i,-12,-3%,10%,?,-17%,27%
CCCCn1c(SCC(=O)N2CCC(C(=O)OCC)CC2)nc2cc(S(N)(=O)=O)ccc21,11%,-1%,i,?,-20%[57.5 µM],-2%,3%,15%,12%
COC(=O)[C@@]1(Cc2ccccc2)[C@H]2C(=O)N(Cc3ccccc3)C(=O)[C@H]2[C@H]2CN=C(SCC(=O)c3ccccc3)N21,26%,8%,i,6,-3%,6%,?,3%,?
Cc1cc(SCC#N)nc2ccccc12,1%,1%,i,-15,-2%,16%,-5%,9%,20%
Cc1ccccc1N(CC(=O)NC1CCCC1)C(=O)C1(C)CC(=O)N=C2C=CC=CN21 (stereo unspecified),6%,-6%,i,1,8%,3%,1%,-9%,3%
Cc1ccc(N(CC(=O)NC(C)(C)C)C(=O)CNC(=O)c2cccs2)c(C)c1,4%,3%,i,3,i,9%,-13%,?,0%
CCOC(=O)c1sc2nc3c(cc2c1N)COC(C(C)C)C3 (stereo unspecified),21%,-4%,i,-1,-7%[57.5 µM],-11%,0%,-13%,3%
CCC1CCCCN1C(=O)c1cc(COc2ccc3ncccc3c2)on1 (stereo unspecified),5%,11%,i,14,i,5%,-29%,-7%,-28%
Cc1ccc(Cl)cc1NC(=O)c1ccc(NC(=O)CCC(=O)O)cc1,/,3%,i,14,i,0%,10%,3%,-3%
CCOC(=O)c1sc(NC(=O)c2cccnc2)c(C#N)c1C,-2%,-5%,i,37,4%[57.5 µM],5%,9%,-6%,6%
N#C/C(=C\c1coc2ccccc2c1=O)C(N)=S,26%,7%,i,-16,i,0%,38%,-1%,9%

# Additional results follow.
SMILES,FUS yeast rescue,aSyn rescue,pAkt inh,D3 antag,PTHR1 ag,GLP-1R agonist,GLP-1R inv ag,Abeta rescue,TDP-43 yeast inh
O=C1c2ccccc2-c2c1cccc2C(=O)N1CCCCCC1,14%,12%,i,0,-21%,-1%,0%,-18%,-4%
CC1CCCCN1C(=O)Cn1ncc2c3ccccc3n(Cc3ccccc3F)c2c1=O (stereo unspecified),43%,/,/,/,-4%,/,?,1%,2%[9.22 µM]
CC1CCCCC1NC(=O)Cn1nnc(-c2ccc(Cl)cc2)n1 (stereo unspecified),14%,-2%,i,-17,?,4%,1%,4%,-12%
O=C(NCCCn1ccnc1)c1ccc(S(=O)(=O)Nc2ccccc2)cc1,-4%,-8%,i,-18,-13%,-4%,?,-13%,-14%
CC1Cc2nc(SCC(N)=O)n(Cc3ccccc3)c(=O)c2S1 (stereo unspecified),4%,1%,i,8,-41%[inhibitor],0%,-3%,2%,16%
CCc1noc(C)c1C(=O)NNC(=O)COc1cc(C)ccc1C,-24%,2%,i,3,-19%,1%,2%,-14%,-20%
Cc1cccc(NC(=O)c2cc(-c3cc(C)c(C)cc3O)n[nH]2)c1,24%,-2%,i,-12,i,8%,41%[activator],2%,8%
Cc1cc(Br)c(OCc2ccc(C(=O)N/N=C3\CC(=O)CC(C)(C)C3)cc2)c(Br)c1,27%,0%,i,-9,i,-12%,-17%,-14%,-12%
O/N=C1/CCCCc2sccc21,23%,-4%,i,-24,-35%,18%,25%,-9%,-18%
CCOC(=O)Cc1csc(NC(=O)c2ccc(NC(C)=O)cc2)n1,11%,-9%,i,-1,i,-4%,16%,2%,-5%
Cc1cc(Nc2ccc(C(C)C)cc2)n2ncnc2n1,-3%,20%,i,-16,i,13%,13%,15%,11µM*
Cc1ccc(S(=O)(=O)N2CCC[C@H]2C(=O)OCC(=O)N2c3ccccc3NC(=O)C2(C)C)cc1,32%,3%,i,-3,-22%,3%,-5%,-4%,-5%
O=c1cc(CN2CCCc3ccccc32)nc2sccn12,23%,-3%,i,-5,?,9%,-35%,6%,-13%
CCN(CC)C(=O)CSc1nc(-c2ccccc2)cc(-c2ccc(OC)cc2)c1C#N,40%,/,/,/,-33%[inhibitor],0%,-29%,7%,14%
CCOc1ccc(C(CC(=O)O)NC(=O)COc2ccc3ccccc3c2)cc1OC (stereo unspecified),-4%,1%,i,8,-3%,-5%,25%,0%,4%
C/C(CC(=O)NCc1ccco1)=N\NC(=O)Cc1cccc2ccccc12,11%,-13%,i,8,i,7%,-26%,16%,1%
COc1ccc(C2=NOC3(CC(=O)N(c4ccc(F)cc4)C3=O)C2)cc1 (stereo unspecified),20%,1%,i,2,-16%,7%,-11%,0%,-4%
CCOc1ccc2oc(C(=O)NC3CC(C)(C)NC(C)(C)C3)c(C)c2c1,11%,4%,i,-3,i,-1%,10µM*,-8%,-1%
CCc1cccc(CC)c1NC(=O)c1c(C)oc2ccc(O)c(CN3CCOCC3)c12,7%,/,/,/,i,/,5%,-3%,6%
C/C(=N/NC(=O)CC1N=C(Cc2ccccc2)NNC1=O)c1cccnc1 (stereo unspecified),10%,-9%,i,-5,i,0%,10%[7.66 µM],-7%,-15%
O=C(C1CCCN1S(=O)(=O)c1cccc2nsnc12)N1CCCCCC1 (stereo unspecified),-18%,1%,i,6,-4%,18%,5%,-1%,17%
O=C1Cc2ccccc2C(=O)N1Cc1cccc(Cl)c1,9%,0%,i,-7,i,-3%,43%[activator],-14%,13µM*
CC1(C)CC(=O)C(C(C2=C(O)CC(C)(C)CC2=O)c2ccc(Br)s2)C(=O)C1 (stereo unspecified),-5%,14%,i,1,i,-14%,?,-94%[inhibitor],-25%
Cn1ccs/c1=N\S(=O)(=O)c1ccc(F)cc1,-5%,-3%,i,16,-3%[57.5 µM],-7%,-7%,7%,-16%
CCOc1ccc(C(=O)NCC(=O)OCC(=O)Nc2ccccc2OCC)cc1,4%,4%,i,-2,-1%,9%,4%,22%,?

# Next results
SMILES,FUS yeast rescue,aSyn rescue,pAkt inh,D3 antag,PTHR1 ag,GLP-1R agonist,GLP-1R inv ag,Abeta rescue,TDP-43 yeast inh
Cn1c(C(=O)N2CCC(C(N)=O)CC2)cc2cc(Cl)ccc21,-5%,1%,i,12,-14%,1%,24%,?,-5%
COc1cc(/C=C2/C(=N)N3N=C(C(C)C)SC3=NC2=O)ccc1OS(=O)(=O)c1ccccc1,?,0%,i,0,i,8%,-9%,-8%,-6%
CC1CCCC(C)N1C(=O)COC(=O)CNC(=O)c1ccccc1 (stereo unspecified),/,-6%,i,6,-23%,0%,5%,0%,4%
CCOC(=O)N1CCC(Nc2ncnc3c2cnn3-c2ccccc2)CC1,23%,5%,i,-11,-37%[inhibitor],-1%,0%,-19%,?
Cc1ccc(-c2csc(NC(=O)/C=C/c3cccs3)n2)cc1C,-23%,-16%,i,0,-22%,0%,?,-2%,16%
COc1ccc(C2/C(=C(/O)c3ccc4c(c3)CC(C)O4)C(=O)C(=O)N2CCCn2ccnc2)cc1 (stereo unspecified),13%,1%,i,6,i,0%,-5%,6%,-5%

# Rewritten with tabs: entries from further up
SMILES	FUS yeast rescue	aSyn rescue	pAkt inh	D3 antag	PTHR1 ag	GLP-1R agonist	GLP-1R inv ag	Abeta rescue	TDP-43 yeast inh
CC(NC(=O)COC(=O)c1nc(Cl)ccc1Cl)c1ccccc1 (stereo unspecified)	/	0%	i	7	i	-3%	-1%	-7%	13%
CC1(C)CC(=O)C=C(C#CC2(O)CCCCC2)C1	-24%	-10%	i	9	i	-6%	?	-24%	24%
CCOc1ccc(C(CC(=O)O)NC(=O)COc2ccc3ccccc3c2)cc1OC (stereo unspecified)	-4%	1%	i	8	-3%	-5%	25%	0%	4%

# Bioassay records as filed in PubChem.
